Screens deposited in PubChem by National Center for Advancing Translational Sciences (NCATS).
TRb SRC2 PPI = TRbeta-SRC2 interaction inhibition; P10828; TRbeta-SRC2 peptide binding, fluorescence polarization; receptor liganded with 1 µM T3; Potency, µM (doses to about 106 µM), for the others: at the highest dose activity change, negative = inhibition, usual class: inhibitors; 280,000 tested, 0.065% active; AID 1469;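 also: potency is read from the fitted curve at half-maximal effect; plate controls were bound peptide for no effect and peptide without receptor for full effect; nearly all actives have a fitted effect of over 50% in size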
Target sequence (P10828 whole entry, looked up): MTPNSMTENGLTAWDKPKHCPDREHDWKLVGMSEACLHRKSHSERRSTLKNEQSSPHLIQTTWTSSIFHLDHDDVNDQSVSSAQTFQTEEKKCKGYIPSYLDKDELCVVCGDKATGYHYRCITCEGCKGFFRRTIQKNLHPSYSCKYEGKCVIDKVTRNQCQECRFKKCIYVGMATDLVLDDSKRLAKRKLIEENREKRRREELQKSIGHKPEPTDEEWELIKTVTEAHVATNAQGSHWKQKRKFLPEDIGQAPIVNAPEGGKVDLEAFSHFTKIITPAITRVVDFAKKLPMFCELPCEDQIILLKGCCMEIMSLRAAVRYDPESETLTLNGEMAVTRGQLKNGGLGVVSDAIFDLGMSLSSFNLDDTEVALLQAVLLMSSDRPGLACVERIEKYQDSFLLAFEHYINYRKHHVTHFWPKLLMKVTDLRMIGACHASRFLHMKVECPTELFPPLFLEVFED
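Read-out is fluorescence polarization (555 nm excitation, 632 nm emission) of a Texas Red SRC2 coactivator peptide; loss of signal reflects blocked binding to human TRb ligand-binding domain in the presence of 1 uM T3.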
aGal spleen mod = inhibitors or activators of human alpha-galactosidase in spleen homogenate. human spleen homogenate, 4MU-alpha-Gal fluorescence, 40 min. 240,000 tested, 0.008% active. Potency, µM (doses to about 80 µM), for inactives: top-dose activity change, negative = inhibition, most hits filed as inhibitors;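 also: potency is read from the fitted curve at half-maximal effect; 0% = enzyme with vehicle and -100% = no enzyme basal signal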
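Human spleen homogenate (1 ug) as enzyme source, 4-methylumbelliferyl-alpha-D-galactopyranoside 1 mM final, citrate/phosphate pH 5.0 with 0.01% Tween-20. Compounds 40 min at 37C, NaOH/glycine stop; fluorescence Ex 365/Em 440, Hill-fit AC50.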
TexasRed fluor = counter-screen for TRb-SRC2 inhibitors: fluorescence interference; Potency, µM (series often up to 106 µM), without a hit: top-dose fluorescence change, negative = quenching; AID 1479; 280,000 tested, 0.29% active; TRb/SRC2 Texas Red total fluorescence interference; active = well fitted curve in either direction with a large enough effect; inconclusive = small, poorly fitted or top-dose-only effect; also: potency is read from the fitted curve at half-maximal effect; % is scaled to controls: 0 for no effect and ±100 for the full control effect
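Human TRβ ligand-binding domain (0.6 uM) and Texas Red SRC2 peptide (20 nM) in Tris buffer with 1 uM T3 and 5% DMSO were incubated with pinned compound for 5 hr at ambient temperature. Total fluorescence was computed as S + 2P (555/632 nm).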
CBFb-RUNX1 inh = CBF-beta/RUNX1 interaction disruption; Q01196+Q13951; AlphaScreen CBFb-His/RUNX1-biotin binding, biochemical; Potency, µM (series often up to 59.8 µM), for the others: top-dose activity, negative = inhibition, usual class: inhibitors; 230,000 tested, under 10 active; also: % of control where 0% means no effect
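CBFb-His/RUNX1-biotin, 30 nM each, preincubated 20 min RT; compound 15 min RT; Ni + streptavidin beads 50 ng each, 90 min RT; AlphaScreen read.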
Tau FP inhib = inhibitors of human tau fibril formation; K18 P301L tau heparin fibrillization, Alexa594 FP, 6 h; Potency, µM (doses to about 57.7 µM), for inactives: at the top dose activity, negative = inhibition, most hits filed as inhibitors; 280,000 tested, 0.39% active; AID 1468; also: potency is read from the fitted curve at half-maximal effect; % is scaled to controls: 0 for no effect and ±100 for the full control effect; nearly all actives have a fitted effect of over 55% in size
Target sequence (P10636 561-689 P618L limits assumed): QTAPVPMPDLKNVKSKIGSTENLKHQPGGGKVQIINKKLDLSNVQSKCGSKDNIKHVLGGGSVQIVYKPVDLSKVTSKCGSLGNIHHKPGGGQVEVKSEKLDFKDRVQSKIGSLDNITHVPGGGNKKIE
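Quantitative HTS format: compounds meet 15 uM recombinant K18 P301L tau and Alexa 594-tau tracer in 100 mM sodium acetate pH 7; 20 uM heparin triggers fibrillization at 37 C over 6 hr; FP gives the signal.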
Tau fluor counter = counter-screen for tau fibril formation inhibitors; tau K18 P301L (four-repeat tau fragment) Alexa594 fluorescence, heparin fibrillization; Potency, µM (series often up to 57.7 µM), for inactives: top-dose activity change, negative = decrease; 280,000 tested, 0.93% active; also: potency is read from the fitted curve at half-maximal effect; % is scaled to controls: 0 for no effect and ±100 for the full control effect; nearly all actives have a fitted effect of over 55% in size
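Human K18 P301L tau (15 uM unlabeled plus 0.24 uM Alexa 594-labeled, final) in 100 mM sodium acetate pH 7 was mixed with compound and 20 uM heparin and incubated 6 hr at 37 C.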
NPSR antagonist = antagonists of human neuropeptide S receptor cAMP signaling. Potency, µM (titrated, usually from 38.3 µM), without a hit: at the highest dose activity change, negative = inhibition, hits mostly inhibitors. AID 1461. CHO-NPSR cells, cAMP TR-FRET, antagonist mode. 220,000 tested, 1% active; also: potency is read from the fitted curve at half-maximal effect; % is scaled to controls: 0 for no effect and ±100 for the full control effect; nearly all actives have a fitted effect of over 50% in size; many of its hits are not listed in these tables
Target sequence (Q6W5P4 whole entry, looked up): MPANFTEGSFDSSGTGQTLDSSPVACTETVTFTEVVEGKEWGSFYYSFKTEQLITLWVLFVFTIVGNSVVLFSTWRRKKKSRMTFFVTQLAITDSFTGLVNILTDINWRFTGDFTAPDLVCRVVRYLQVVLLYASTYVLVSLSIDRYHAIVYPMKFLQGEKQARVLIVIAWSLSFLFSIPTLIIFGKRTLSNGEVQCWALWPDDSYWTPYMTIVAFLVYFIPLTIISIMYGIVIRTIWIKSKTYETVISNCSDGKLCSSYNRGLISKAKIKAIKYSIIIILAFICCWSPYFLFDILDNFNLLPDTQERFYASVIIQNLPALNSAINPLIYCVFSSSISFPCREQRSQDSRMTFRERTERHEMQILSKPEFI
Epigenetic derep = epigenetic control regulation, reporter derepression. Potency, µM (highest dose often 53.9 µM), without a hit: at the top dose GFP activation, most hits filed as activators. murine LDR cells, GFP reporter derepression, 30 h. 280,000 tested, 0.2% active; also: potency is read from the fitted curve at half-maximal effect; % of control where 0% means no effect; nearly all actives have a fitted effect of over 60% in size
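Murine LDR cells carrying a silenced, genomically integrated CMV-driven GFP reporter were exposed to compound for 30 hours at 37 C. After PBS washes, GFP-positive cells (20–120 um objects) were counted by laser-scanning microplate cytometry.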
* marks the source's active call; other numbers are inactive results; ? = inconclusive; . = no result given; & = joins results of further samples; [ ] = another dose, or the depositor's remark. Unless noted, calls follow the shape of the dose curve; as a rule, active = well fitted curve in the direction sought with a large enough effect; inconclusive = small, poorly fitted or top-dose-only effect, or another doubt; inactive = no such curve, though single readings can be large; an effect the other way counts as inactive or inconclusive. A portion of the library; count on the stated rates, not on these rows.

Below each compound: TRb SRC2 PPI, aGal spleen mod, TexasRed fluor, CBFb-RUNX1 inh, Tau FP inhib, Tau fluor counter, NPSR antagonist, Epigenetic derep
O=C1CN(C(=O)COc2ccc(Cl)cc2)C(c2ccc(F)cc2)c2cc(Cl)ccc2N1 (stereo not given)
    -1%, ., -1%, ., -4%, -21%, ., -1.5%
CC(C)C(=O)NCC(c1ccc2c(c1)OCO2)N1CCN(c2ccccc2)CC1 (stereo not given)
    0%, ., -25%, ., 10%, -10%, ., 0.0%
CCCn1c(SCC(=O)NCc2ccco2)nnc1C(C)C
    -25%, 1%, 1%, 5%, -15%, -12%, 7%[46.1 µM], 0.0%
Cc1ccc2[nH]c(CSc3nnc(C)s3)cc(=O)c2c1
    -6%, ., 0%, ., 4%, 7%, ., 3.1%
Cc1ccc(C)c(N(C(=O)Cn2nnc3ccccc32)C(C(=O)NC(C)(C)C)c2ccsc2)c1 (stereo not given)
    ., 8%, ., -1%, 3%, 2%, -11%[46.1 µM], -0.9%
Cc1ccc(-n2c(SCC(=O)NCc3ccco3)nnc2-c2cccnc2)c(C)c1
    2%, 7%, -1%, -20%, -8%, -22%, -19%[46.1 µM], -2.0%
Cc1ccc2occ(CC(=O)N3CCN(c4cccc(Cl)c4)CC3)c2c1
    6%, ., -16%, ., -6%, -21%, ., -1.9%
CCOc1cccc(C(=O)N2CCCCC2c2cccnc2)c1 (stereo not given)
    5%, 11%, 0%, -1%, 0%, 9%, ?, 0.0%
CC1CCN(CC(=O)Nc2ccc(Br)cc2[N+](=O)[O-])CC1
    0%, -12%, -2%, 12%, 2%, -18%, -31%, -0.1%
CC(=O)NC(Cc1ccc(F)c(F)c1)C(=O)NC1CCN(c2nnnn2-c2ccccc2)CC1 (stereo not given)
    3%, 5%, -1%, 3%, -8%, -8%, -22%, -3.3%
CC(=O)n1nc(-c2cccnc2)nc1N
    -7%, 1%, 2%, 1%, -3%, -2%, 4%[46.1 µM], -1.8%
COc1ccc(NC(=O)C2CCN(S(=O)(=O)c3cc(-c4noc(C)n4)ccc3C)CC2)cc1
    5%, ., 0%, ., 14%, -21%, ., 1.1%
N#CC1=C2SCN(C3CCCCC3)CN2C(=O)CC1c1ccc(Br)cc1 (stereo not given)
    6%, ., 0%, ., ?, -28%, ., -2.1%
COc1ccc(OC)c2sc(NC(=O)CCSc3ccccc3)nc12
    -21%, 0%, 1%, 4%, ?, ?, ?, 0.8%
CC(=O)NCCCc1nc2ccccc2n1Cc1ccccc1C
    -9%, -11%, 1%, 0%, 2%, -5%, -1%[46.1 µM], 0.9%
O=C(Nc1ccc(O)c(-c2nc3ccccc3o2)c1)c1ccc(Br)cc1
    -11%, ., ?, ., 0%, -17%, ., ?
COc1cc(-n2ccnc2SC)c(Cl)cc1Cl
    0%, 4%, -4%, -7%, 0%, -1%, -13%[46.1 µM], 10%
CN(C)CCCN1c2ccccc2Sc2ccc(Cl)cc21
    -3%, -17%, -3%, 15%, 9%&14%&13%&9%&9%, ?, ?, -1.0%
Cc1cccc(NC(=O)C2CC(=O)n3ncnc3N2)c1 (stereo not given)
    0%, -9%, -3%, 8%, 1%, 16%, 19%, 1.1%
CCCCN(C(=S)Nc1cccc(C)c1C)c1c(N)n(CCC)c(=O)[nH]c1=O
    0%, -2%, -2%, 9%, 1%, 8%, 11%, -7.9%
Nc1cc(Br)c(N)c(Br)c1
    3%, -7%, 0%, -10%, 8%, -20%, -6%[7.67 µM], -0.8%
Cc1noc(C)c1COC(=O)c1cccnc1Cl
    -2%, 5%, -2%, 4%, -2%, 6%, 1%, -0.2%
Cc1csc(NC(=O)CSc2nnc(-c3ccoc3C)n2Cc2ccco2)n1
    -9%, -20%, -1%, 0%, 5%, -7%, -10%[46.1 µM], 0.0%
O=C(NNC(=O)c1cccc2ccccc12)c1ccco1
    -3%, 2%, -4%, 7%, -8%, -1%, -8%[46.1 µM], -1.8%
COc1cc(CNn2cn[nH]c2=S)cc(Cl)c1OCc1ccc(F)cc1
    -9%, -2%, -1%, 3%, 2%, -19%, -22%, 0.0%
Cc1nn(C(=O)c2cccc(F)c2)c(C)c1S(=O)(=O)N1CCCCCC1
    -3%, ., -1%, ., 12%, -5%, ., 2.5%
Cc1noc(C)c1S(=O)(=O)N(CC(=O)NCc1ccccc1)c1ccc(C(C)C)cc1
    -7%, ., -1%, ., -9%, -9%, ., -0.4%
Clc1ccc(COc2ccccc2CNCc2cccnc2)cc1
    -4%, 2%, -3%, 7%, 11%, -4%, -3%[46.1 µM], -0.7%
COc1cc(/C=C(/C#N)c2ccccc2F)ccc1OCc1ccccc1
    -4%, 1%, 0%, 1%, -5%, -3%, -30%[46.1 µM], -1.0%
Cc1ccc(S(=O)(=O)NCC(=O)OCC(=O)c2cccs2)cc1
    -20%, 0%, 0%, 5%, -8%, -9%, 2%[46.1 µM], 0.9%

The results go on:
Screens by letter – A = TRb SRC2 PPI; B = aGal spleen mod; C = TexasRed fluor; D = CBFb-RUNX1 inh; E = Tau FP inhib; F = Tau fluor counter; G = NPSR antagonist; H = Epigenetic derep
Structure: Cc1c(N=N/C(C(=O)Nc2ccccc2)=C(/O)c2ccccc2)c(=O)n(-c2ccccc2)n1C
  A = 3%	B = -2%	C = -3%	D = ?	E = 8%	F = -18%	G = -50%	H = ?
Structure: Cc1ccc(Sc2cc(C(F)(F)F)nc(N(C)C)n2)cc1
  A = 7%	B = 4%	C = -1%	D = 11%	E = 7%	F = 1%	G = -2%[46.1 µM]	H = 0.0%
Structure: Cc1ccccc1OCC(=O)NCCN(C)C
  A = 1%	B = 3%	C = 1%	D = 8%	E = -10%	F = -3%	G = 17%[46.1 µM]	H = -5.7%
Structure: COc1ccc(/C=N/Nc2ncnc3c2[nH]c2ccccc23)c(OC)c1OC
  A = -4%	B = 1%	C = 1%	D = -17%	E = 1%	F = 1%	G = 8%	H = 0.0%
Structure: CCn1c(SCC(=O)Nc2nccs2)nnc1-c1ccncc1
  A = -5%	B = -21%	C = -6%	D = -6%	E = 7%	F = -1%	G = -13%[46.1 µM]	H = -0.1%
Structure: Cc1ccc(-c2noc(-c3nnn(CC(=O)Nc4ccc(C)c(Cl)c4)c3N)n2)cc1
  A = 8%	B = .	C = -1%	D = .	E = -10%	F = 2%	G = .	H = 7.5%
Structure: C=CCNc1nc(Cl)nc(Nc2ccc(OC)cc2)n1
  A = 5%	B = -21%	C = -1%	D = -3%	E = 2%	F = -10%	G = -1%[46.1 µM]	H = -2.8%
Structure: CCOC(=O)CN1C(=O)N[C@@H](c2cccc(F)c2)C(C(C)=O)=C1C
  A = 1%[11.2 µM]	B = 6%[17.5 µM]	C = -4%[11.2 µM]	D = 6%[13.1 µM]	E = -3%[11.6 µM]	F = -2%[11.6 µM]	G = .	H = .
Structure: Cc1cnc2cc(Cl)c(Cl)cc2n1
  A = -7%	B = -4%	C = 0%	D = 0%	E = 5%	F = 4%	G = 3%[46.1 µM]	H = -0.9%
Structure: COc1c(O)c(O)c2oc(-c3ccccc3)cc(=O)c2c1OC
  A = -1%	B = -5%	C = -7%	D = -2%	E = -3%	F = ?	G = 28%	H = -0.5%

Limited to Tau fluor counter, Tau FP inhib and CBFb-RUNX1 inh, for some of the entries so far:
| mol | Tau fluor counter | Tau FP inhib | CBFb-RUNX1 inh |
| --- | --- | --- | --- |
| O=C1CN(C(=O)COc2ccc(Cl)cc2)C(c2ccc(F)cc2)c2cc(Cl)ccc2N1 (stereo not given) | -21% | -4% | . |
| CC(C)C(=O)NCC(c1ccc2c(c1)OCO2)N1CCN(c2ccccc2)CC1 (stereo not given) | -10% | 10% | . |

Single entries from the list:
CBFb-RUNX1 inh result of CN(C)CCCN1c2ccccc2Sc2ccc(Cl)cc21 reads 15%
TexasRed fluor result of Clc1ccc(COc2ccccc2CNCc2cccnc2)cc1 reads -3%
TRb SRC2 PPI result of COc1ccc(/C=N/Nc2ncnc3c2[nH]c2ccccc23)c(OC)c1OC reads -4%
Epigenetic derep result of CCCn1c(SCC(=O)NCc2ccco2)nnc1C(C)C reads 0.0%
NPSR antagonist result of CC1CCN(CC(=O)Nc2ccc(Br)cc2[N+](=O)[O-])CC1 reads -31%
aGal spleen mod result of C=CCNc1nc(Cl)nc(Nc2ccc(OC)cc2)n1 reads -21%
Epigenetic derep result of Cc1ccc(-n2c(SCC(=O)NCc3ccco3)nnc2-c2cccnc2)c(C)c1 reads -2.0%

(more compounds)
Screens by letter – A = TRb SRC2 PPI; B = aGal spleen mod; C = TexasRed fluor; D = CBFb-RUNX1 inh; E = Tau FP inhib; F = Tau fluor counter; G = NPSR antagonist; H = Epigenetic derep
Structure: CCOc1ccc(Nc2nc(-c3cccc(Cl)c3)c3c(n2)-c2ccccc2OC3)cc1
  A = -4%	B = .	C = 0%	D = .	E = 4%	F = ?	G = .	H = 11%
Structure: COc1ccc(-c2nn(-c3ccccc3)cc2C(=O)Nc2nc(CC(C)=O)ns2)cc1
  A = 12%	B = -6%	C = -8%	D = 5%	E = ?	F = ?	G = -42%[46.1 µM]	H = 3.0%
Structure: CCn1c(CNC(=O)c2ccccc2)nnc1SCC(=O)N1CCN(c2ccccc2)CC1
  A = -4%	B = 1%	C = -5%	D = 5%	E = 1%	F = -3%	G = 4%[46.1 µM]	H = 5.8%
Structure: COc1ccc(N2CCN(C(CNS(=O)(=O)c3ccc(OC)c(C)c3)c3ccco3)CC2)cc1 (stereo not given)
  A = -8%	B = .	C = 0%	D = .	E = 5%	F = ?	G = .	H = 2.7%
Structure: Cc1cc(N2CCN(S(=O)(=O)c3ccc(Cl)c(Cl)c3)CC2)c2ccccc2n1
  A = 0%	B = 4%	C = -1%	D = -3%	E = 0%	F = -1%	G = -16%	H = -5.8%
